Screening data (PubChem)
BoNT-A LC inh2: BoNT A light chain protease inhibition | multiplex microsphere protease substrate cleavage, flow cytometry | inhibition, % at 10 µM | hit rate 0.17% among 360,000 | AID 588499; note: plate controls were buffer without enzyme for full effect and enzyme alone for no effect
BioA inh: inhibitors of Mycobacterium tuberculosis BioA enzyme | purified M. tuberculosis BioA enzyme, plate reader | inhibition, % at 9.99 µM | hit rate 0.096% among 360,000 | AID 602481; in the data active = inhibition above about 40%; inconclusive = no clear call, values can overlap the other calls
FadD28 binding: M. tuberculosis FadD28 bisubstrate binding inhibition; AID 588549; inhibition, % at 12.5 µM; FadD28 bisubstrate probe binding, fluorescence polarization; hit rate 0.22% among 360,000; in the data active = inhibition above about 8.5%, passing the limit was not always enough; inconclusive = no clear call, values can overlap the other calls
GDH-TPI inh: GDH-TPI coupled enzyme inhibition counter-screen; hit rate 1.2% among 360,000; GDH-TPI coupled enzyme counterscreen, NADH absorbance; AID 588335; inhibition, % at 4.8 µM; in the data active = inhibition above about 30%;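 note: 0% = DMSO wells and 100% = wells lacking the enzyme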
BoNT F protease: inhibitors of Botulinum neurotoxin F light chain protease. Multiplex microsphere protease cleavage assay, flow cytometry. inhibition, % at 10 µM. hit rate 0.22% among 360,000; in the data active = inhibition above about 35%, passing the limit was not always enough; inconclusive = no clear call, values can overlap the other calls; note: plate controls were buffer without enzyme for full effect and enzyme alone for no effect
Anthrax LF inh2: anthrax lethal factor protease inhibition | multiplex microsphere protease cleavage assay, LF | inhibition, % at 10 µM | hit rate 0.12% among 360,000 | P15917; note: plate controls were buffer without enzyme for full effect and enzyme alone for no effect
Mtb FBA inh: inhibits M. tuberculosis FBA enzyme. hit rate 2.3% among 360,000. inhibition, % at 1 µM. purified M. tuberculosis FBA, fluorescence read-out. P9WQA3; in the data active = inhibition above about 27%;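 note: 0% = vehicle and 100% = reference inhibitor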
Target sequence (P9WQA3 whole entry, looked up): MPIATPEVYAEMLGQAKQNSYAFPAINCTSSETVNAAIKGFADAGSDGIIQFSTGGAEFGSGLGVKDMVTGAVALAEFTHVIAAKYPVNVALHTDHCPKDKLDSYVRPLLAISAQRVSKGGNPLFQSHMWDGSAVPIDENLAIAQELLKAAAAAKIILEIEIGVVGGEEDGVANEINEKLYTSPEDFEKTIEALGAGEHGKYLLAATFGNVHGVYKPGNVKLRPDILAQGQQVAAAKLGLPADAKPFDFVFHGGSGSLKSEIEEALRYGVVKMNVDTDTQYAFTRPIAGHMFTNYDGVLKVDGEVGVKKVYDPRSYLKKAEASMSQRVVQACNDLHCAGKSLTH
PfHsp40 yeast: compounds rescuing yeast from Plasmodium falciparum HSP40 toxicity; S. cerevisiae expressing PfHsp40, growth rescue, ATP luminescence; growth rescue, % at 12.5 µM; hit rate 0.68% among 340,000; AID 504582; in the data active = growth rescue above about 28%, passing the limit was not always enough; inconclusive = no clear call, values can overlap the other calls;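 note: yeast W303a lacking pdr1 and pdr3 grown in galactose medium; growth measured after three days at 30 °C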
Mtb UGM inh: blocks M. tuberculosis UGM enzyme. P9WIQ1. purified UGM, fluorescence polarization probe displacement. inhibition, % at 10 µM. hit rate 0.06% among 320,000. AID 504406; in the data active = inhibition above about 10%, passing the limit was not always enough; inconclusive = no clear call, values can overlap the other calls
Target sequence (P9WIQ1 whole entry, looked up): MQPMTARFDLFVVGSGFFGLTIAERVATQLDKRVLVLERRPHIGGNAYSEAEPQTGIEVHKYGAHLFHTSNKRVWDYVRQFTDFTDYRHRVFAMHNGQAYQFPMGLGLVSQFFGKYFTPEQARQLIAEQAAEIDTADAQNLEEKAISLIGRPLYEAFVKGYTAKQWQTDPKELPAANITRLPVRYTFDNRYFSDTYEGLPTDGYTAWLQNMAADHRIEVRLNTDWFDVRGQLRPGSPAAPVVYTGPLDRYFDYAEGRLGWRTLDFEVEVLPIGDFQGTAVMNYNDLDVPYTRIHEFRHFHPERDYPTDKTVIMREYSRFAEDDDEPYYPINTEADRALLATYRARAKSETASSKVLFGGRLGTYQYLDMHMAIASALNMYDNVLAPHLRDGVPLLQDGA
* hit, by the source's call; ? = inconclusive; . = not tested or not shown; + = active, no number; & = joins results of further samples. Cut-off read from the data, not from the text of the source, unless noted: active = inhibition above about 30%; inconclusive = no clear call, values can overlap the other calls; inactive = below that. An unsorted share of the library; 4.7% or so of the library scored in one or more.

cpd	smiles	BoNT-A LC inh2	BioA inh	FadD28 binding	GDH-TPI inh	BoNT F protease	Anthrax LF inh2	Mtb FBA inh	PfHsp40 yeast	Mtb UGM inh
1	COc1ccc(C(=O)N[C@H](C(=O)Nc2sccc2C(N)=O)C(C)C)cc1	-1.2	0.7	-11	-1	7	-1	0	-0.7	0.0
2	COc1ccc(S(=O)(=O)N2CCN(Cc3ccc4c(c3)OCO4)CC2)cc1	-2.7	0.3	-1.7	6	-12	-3	-1	-1.6	0.5
3	COc1cc(S(=O)(=O)N(Cc2cccc(OC)c2OC)CC2CCCO2)ccc1-n1cnnn1 (stereo unspecified)	-1.0	1.8	2.2	-12	-3	1	2	2.4	0.7
4	Cc1cccc(OCc2nnc(SCC(=O)Nc3nccs3)o2)c1	?	.	-0.7	7	?	-12	-1	-1.0	-0.8
5	O=C(Nc1cccc(Br)c1)c1ccc2c(c1)SC1=NS(=O)(=O)CCN12	4.7	0.4	-7.9	-1	5	-3	2	12	-2.9
6	CCc1cc(-c2nnn(CCC3COCCO3)c2CC)ccc1-c1cn(CCc2c[nH]c3ccccc23)nn1 (stereo unspecified)	-0.6	-3.4	-1.7	-6	-2	-3	-4	.	.
7	CSc1ccc(NS(=O)(=O)c2ccc(-n3cnnn3)cc2)cc1	-7.9	1.7	2.2	-14	-16	-3	5	0.4	-2.2
8	CCN(CC)c1ccc(C(=O)N/N=C(\C)c2cccc(OC)c2)cc1	-0.7	.	-0.8	24	-4	0	4	-0.3	-0.3
9	Cc1ccc2nc(Cl)c3nnnn3c2c1	0.7	-4.7	-1.3	0	4	-5	7	85*	0.0
10	Cc1occc1-c1nnc(SCC(=O)NC2(C#N)CCCC2)n1C	4.3	.	-0.9	14	0	-1	-2	-0.9	.
11	Cc1c(NC(=O)c2cc(CC(C)C)on2)c(=O)n(-c2ccccc2)n1C	-0.5	-0.2	1.0	1	-3	-1	3	-0.4	0.6
12	N#Cc1nc(-c2cccs2)oc1N1CCOCC1	0.0	2.1	-1.2	28	3	-3	+	-0.8	-1.6
13	CCN(CC)C(=O)c1ccc(CS(=O)(=O)c2ccc(OC)cc2)o1	-0.8	1.0	-1.3	7	-9	-11	0	0.9	3.3
14	CC(C)c1ccc(NC(=O)c2cccc(NC3=NC4CS(=O)(=O)CC4S3)c2)cc1 (stereo unspecified)	0.0	-2.6	-4.4	-4	-3	-4	-4	0.4	0.6
15	CCC(=O)N1CCN(c2ccccc2NC(=O)c2ccc(OC)c(Cl)c2)CC1	0.2	1.8	-3.9	10	11	-3	-1	0.9	0.7
16	O=C(COC(=O)/C=C/c1nc2ccccc2s1)Nc1cccc(Cl)c1Cl	0.5	.	-0.8	10	-5	-2	4	0.3	-0.1
17	CCn1c(N2CCN(S(=O)(=O)c3ccc(OC)cc3)CC2)nc2ccccc21	.	0.7	-2.5	6	.	.	3	-0.6	0.4
18	O=C(Cc1ccccc1)Oc1ccc(N2C(=O)C3CCCCC3C2=O)cc1 (stereo unspecified)	0.8	-2.0	-2.6	1	6	-4	-10	-0.4	0.7
19	COc1ccc(S(=O)(=O)Nc2c(C(=O)O)[nH]c3ccc(OC)cc23)c(OC)c1	1.7	-3.2	-1.4	3	-3	-1	0	-1.7	-1.2
20	COc1ccc(C(=O)Nc2ccc(C(=O)NCCc3ccccc3)cc2)cc1	-0.8	.	-2.1	5	1	4	-1	0.8	3.1
21	C=CC[C@H](CC(=O)NCCO)C(=O)N[C@H](COC(=O)[C@@H](CC=C)CC(=O)OC(C)(C)C)Cc1c[nH]c2ccccc12	0.6	2.5	-2.3	7	5	2	7	-0.8	-4.5
22	COCCn1c(SCC(=O)Nc2nnc(C)s2)nnc1-c1ccncc1	-0.8	0.3	0.9	7	-10	-1	2	0.4	.
23	O=C(Cn1nnc2ccccc21)c1cccc([N+](=O)[O-])c1	-0.3	5.0	-0.7	-2	-2	-2	-2	-0.7	-2.8
24	N/C(=N\OC(=O)COc1ccccc1Cl)c1ccc(Cl)cc1	1.1	-0.5	-2.5	-3	?	4	0	0.5	-1.2
25	CCC(=O)N1N=C(c2cccs2)CC1c1ccc(OC)cc1 (stereo unspecified)	-6.3	-0.1	-2.3	6	?	21	7	0.1	-0.5
26	NS(=O)(=O)c1cccc(NC(=O)CSc2nc3nc(-c4cccs4)cc(C(F)(F)F)c3c(=O)[nH]2)c1	-0.8	-2.4	-6.6	22	1	-5	33*	0.1	0.8
27	O=C(NCCc1cccc(F)c1)C1CCCN(c2nc3ccccc3s2)C1 (stereo unspecified)	-0.8	1.7	-3.3	-3	4	-10	0	1.6	-0.6
28	Cc1ccc(S(=O)(=O)N2CCOCC2)cc1C(=O)NC(=S)N1CC(C)CC(C)C1 (stereo unspecified)	-0.8	.	-3.5	-8	0	0	5	0.2	.
29	Cc1oc2cc(OCC(=O)O)ccc2c(=O)c1Oc1ccccc1	-0.4	-0.7	-4.1	4	-9	-2	1	-0.4	-1.6
30	COC(=O)N(NC(=O)C(O)(CCC(C)C)CCC(C)C)c1ccccc1	0.1	1.1	-3.5	4	2	2	-5	0.5	-0.5

Compound profiles (already shown). Screens in order: BoNT-A LC inh2	BioA inh	FadD28 binding	GDH-TPI inh	BoNT F protease	Anthrax LF inh2	Mtb FBA inh	PfHsp40 yeast	Mtb UGM inh
O=C(NCCc1cccc(F)c1)C1CCCN(c2nc3ccccc3s2)C1 (stereo unspecified) reads -0.8	1.7	-3.3	-3	4	-10	0	1.6	-0.6
CC(C)c1ccc(NC(=O)c2cccc(NC3=NC4CS(=O)(=O)CC4S3)c2)cc1 (stereo unspecified) reads 0.0	-2.6	-4.4	-4	-3	-4	-4	0.4	0.6
O=C(Nc1cccc(Br)c1)c1ccc2c(c1)SC1=NS(=O)(=O)CCN12 reads 4.7	0.4	-7.9	-1	5	-3	2	12	-2.9
COc1ccc(C(=O)N[C@H](C(=O)Nc2sccc2C(N)=O)C(C)C)cc1 reads -1.2	0.7	-11	-1	7	-1	0	-0.7	0.0

(listing goes on)
cpd	smiles	BoNT-A LC inh2	BioA inh	FadD28 binding	GDH-TPI inh	BoNT F protease	Anthrax LF inh2	Mtb FBA inh	PfHsp40 yeast	Mtb UGM inh
31	CC(C)(C)C1CCC(=NNC(=S)NCc2ccccc2)CC1 (stereo unspecified)	-0.3	0.0	-1.2	1	6	0	3	-2.2	0.6
32	Cc1cccc(NC(=O)c2nc[nH]c2C(=O)N2CCC(C)CC2)c1	-1.2	-0.9	-1.3	10	-5	4	5	-0.9	-1.1
33	COc1cc(/C=N\NC(=O)c2cccc(Cl)c2)ccc1Oc1ccc([N+](=O)[O-])cn1	0.1	.	-2.8	16	4	-10	-2	-0.1	1.2
34	COc1ccccc1C1C(C(=O)NCc2ccccc2)=C(C)Nc2ncnn21 (stereo unspecified)	-0.3	.	0.4	-1	-2	-10	9	-0.2	2.0
35	O=C(O)c1c(Cl)cccc1Cl	-0.3	-0.1	-4.1	-8	-3	-4	-1	-0.8	3.4
36	Cc1ccc(N2C(=O)N(c3ccc(C)cc3)C3CS(=O)(=O)CC32)cc1 (stereo unspecified)	-0.2	12	-0.9	-6	-7	-2	5	-0.2	1.5
37	CNC(=S)NNC(=O)COc1ccccc1C	0.4	0.4	-1.2	13	1	-1	-1	-0.7	2.5
38	CC[C@]12c3[nH]c4cc(-c5ccco5)ccc4c3CCN1C(=O)[C@@H](CC(=O)NCCN1CCOCC1)C[C@@H]2C(=O)N1CCN(C(=O)c2ccco2)CC1	0.1	0.6	-4.3	15	-5	-3	6	0.3	.
39	CCc1ccc(CCC(=O)Nc2ccc(OC)cc2)o1	-1.5	-0.9	-3.2	-3	-26	-2	5	-1.2	0.0
40	CCN1C(=O)/C(=C\c2cccs2)C(C(=O)OC)=C1C	-0.6	-5.1	-2.6	4	3	-4	-5	-2.7	5.2
41	COc1ccc2[nH]c(C(=O)N3CCN(C)CC3)c(C)c2c1	1.5	-0.8	-2.5	2	-16	-5	6	-0.9	-2.0
42	CCOC(=O)c1ccc(COC(=O)c2cc(=O)[nH]c3ccccc23)o1	-0.1	.	-0.7	7	7	0	4	-0.3	-2.0
43	NNc1ccc2nnc(C(F)(F)C(F)(F)C(F)(F)F)n2n1	0.8	.	-4.6	5	-3	-3	-6	1.9	1.5
44	COCCCNC(=O)CC(NCCCOC)C(=O)O (stereo unspecified)	-0.7	.	-0.5	10	-6	0	3	-1.6	-1.5
45	O=C(COc1ccc(Cl)cc1)Nc1cnn(Cc2c(Cl)cccc2Cl)c1	-0.3	-0.2	-0.8	-3	-2	-1	2	-0.3	-0.5
46	CC1(C)OC2CC3C4CC=C5CC(O)CCC5(C)C4CCC3(C)C2(C(=O)CO)O1 (stereo unspecified)	0.9	-1.1	-3.4	-8	14	12	-2	1.3	.
47	CCOc1ccc(C(c2c(C)[nH][nH]c2=O)c2c(C)[nH][nH]c2=O)cc1OCC	0.8	-0.6	-5.7	-7	0	-2	-5	-1.0	6.4
48	CC1(C)CC(=O)C(=Cc2cn(-c3ccccc3)nc2-c2ccc(Cl)cc2)C(=O)C1	-0.3	-0.6	-1.4	3	3	-6	-3	-0.5	-1.5
49	C=CCNC(=O)C1CC(=O)N(c2ccc(OCC(=O)NCc3ccccc3)cc2)C1 (stereo unspecified)	-0.3	-0.4	2.4	8	-2	1	4	1.1	-2.0
50	Cc1csc2nc3ccccc3c(=O)n12	-0.3	-0.2	-0.7	13	8	7	39*	2.0	0.0
51	Cc1c(Cc2ccccc2)c(=O)oc2c(C)c(OC(C)C(=O)N[C@@H](Cc3ccccc3)C(=O)O)ccc12 (stereo partly specified)	-0.4	8.9	-10	10	-2	2	68*	1.5	0.0
52	COc1ccc(CN(C)C[C@@H]2OCc3cnnn3CCCC(=O)N([C@H](C)CO)C[C@H]2C)cc1	-0.6	0.0&1.0	-0.6	5	-3	2	0	.	.
53	COc1ccc(C(=O)CSc2nnc(CNC(=O)c3ccccc3)o2)cc1	-1.3	-12	-2.6	-1	-13	-2	-3	1.0	-0.3
54	Cc1cc(C)n(C(=O)CNC(=O)c2cccc(Cl)c2)n1	1.4	-1.6	-0.9	9	1	0	4	1.3	.
55	COC(=O)c1sc(C(F)(F)F)c(-c2ccccc2)c1S(=O)(=O)N1CCCC1	?	-1.5	-1.2	-7	?	6	1	-0.4	0.2
56	O=C(CSc1nnc2ccccn12)NC(=O)c1ccccc1Cl	-0.7	-8.9	-0.8	8	-1	2	26	0.7	-1.2
57	Cc1c(C(=O)NCC2CCCO2)oc2ccccc12 (stereo unspecified)	-1.3	-0.3	-1.3	6	-6	-6	-1	-0.2	-3.3
58	O=c1oc2ccccc2c(Cl)c1CN1CCCCC1	2.8	6.4	-1.3	1	-4	-8	1	-2.0	1.6
59	O=C(COc1ccc(Cl)cc1)Nc1cc(S(=O)(=O)N2CCCCC2)ccc1N1CCCCC1	1.1	1.8	0.0	2	4	1	6	-1.5	.
60	O=C(NNc1ccc([N+](=O)[O-])cc1[N+](=O)[O-])C1C2CCCCC21 (stereo unspecified)	-0.2	.	-1.0	8	-3	-4	-3	-0.7	-0.6

cpd	smiles	BoNT-A LC inh2	BioA inh	FadD28 binding	GDH-TPI inh	BoNT F protease	Anthrax LF inh2	Mtb FBA inh	PfHsp40 yeast	Mtb UGM inh
61	CCN(c1ccccc1)S(=O)(=O)c1ccc(Cl)c(C(=O)N(CC2CCCO2)C2CCS(=O)(=O)C2)c1 (stereo unspecified)	-0.3	.	-3.0	3	-1	-1	4	0.5	1.3
62	c1ccc2sc(-c3ccc4c(c3)OCO4)nc2c1	-0.9	-1.0	-2.9	18	-5	-3	130*	-0.1	-1.7
63	CC(=O)c1ccc(N2CCN(C(=O)CNC(=O)c3ccc(Br)o3)CC2)cc1	0.0	-0.2	-2.5	32*	1	0	0	.	.
64	CCOC(=O)Cn1cnc2c(nnn2-c2ccc(F)cc2)c1=O	-0.1	-1.9	-1.2	-3	2	-5	-3	0.8	-0.4
65	Cc1oc(-c2ccccc2F)nc1CS(=O)(=O)CC(=O)NC(C)CCc1ccccc1 (stereo unspecified)	0.5	1.5	-1.3	13	4	-1	3	1.5	-1.7
66	CCOC(=O)CCSCC(=O)Nc1nnc(C)s1	-0.9	-0.7	1.9	3	-3	-10	1	0.5	-1.8
